Screening data deposited in PubChem by National Center for Advancing Translational Sciences (NCATS).
DT40 TDP1 no CPT: qHTS for Inhibitors of human tyrosyl-DNA phosphodiesterase 1 (TDP1): qHTS in cells in absence of CPT. DT40 Tdp1-/- hTDP1 cells, no CPT, ATP luminescence, 48 h. Potency, µM (highest dose often 46.2 µM), inactives show top-dose activity change, negative = growth inhibition, actives largely listed as inhibitors. 15% of 420,000 active; further: nearly all actives have a fitted effect of over 55% in size
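Growth of hTDP1-complemented DT40 Tdp1-knockout cells is measured by ATP luminescence after at least 48 hr compound exposure at 37 °C, with DMSO substituting for the 20 nM CPT used in the parallel screen.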
KAT2A inh: qHTS Assay for Inhibitors of GCN5L2. Histone acetyltransferase KAT2A (Homo sapiens), Q92830. GCN5L2 HAT assay, ThioGlo1 CoA-SH fluorescence. Potency, µM (titrated, usually from 58.9 µM), without a hit: at the highest dose activity change, negative = inhibition, most hits filed as inhibitors. 0.21% of 390,000 active. AID 504327, 2011
Target sequence (Q92830 whole entry, looked up): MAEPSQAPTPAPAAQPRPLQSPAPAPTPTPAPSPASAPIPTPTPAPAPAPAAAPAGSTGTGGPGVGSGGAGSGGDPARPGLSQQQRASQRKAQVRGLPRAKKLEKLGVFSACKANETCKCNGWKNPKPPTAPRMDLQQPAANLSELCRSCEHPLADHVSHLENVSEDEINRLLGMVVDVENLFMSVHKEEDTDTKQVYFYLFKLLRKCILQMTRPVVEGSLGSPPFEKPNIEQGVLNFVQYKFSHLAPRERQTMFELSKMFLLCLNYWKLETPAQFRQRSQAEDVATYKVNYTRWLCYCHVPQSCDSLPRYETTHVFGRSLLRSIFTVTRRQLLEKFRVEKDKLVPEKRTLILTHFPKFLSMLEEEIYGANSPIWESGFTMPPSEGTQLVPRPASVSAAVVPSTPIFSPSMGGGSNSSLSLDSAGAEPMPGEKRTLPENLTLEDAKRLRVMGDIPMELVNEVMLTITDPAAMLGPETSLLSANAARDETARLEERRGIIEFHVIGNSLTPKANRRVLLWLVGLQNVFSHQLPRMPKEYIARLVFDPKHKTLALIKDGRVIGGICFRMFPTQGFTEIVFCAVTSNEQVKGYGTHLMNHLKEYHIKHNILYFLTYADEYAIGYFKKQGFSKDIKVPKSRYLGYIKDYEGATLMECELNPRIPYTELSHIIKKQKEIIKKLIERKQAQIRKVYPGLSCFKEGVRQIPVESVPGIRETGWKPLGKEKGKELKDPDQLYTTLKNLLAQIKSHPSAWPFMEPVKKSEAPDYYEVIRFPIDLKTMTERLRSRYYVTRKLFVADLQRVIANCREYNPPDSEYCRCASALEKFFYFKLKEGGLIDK
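qHTS, 1536-well. 20nM enzyme, pH 7.5 HEPES/EDTA/Tween-20 buffer; 15 min compound preinc., RT. Start: 75uM H3(1-25), 70uM AcCoA, 50uM ThioGlo1. Read Ex340/Em540 at t=0 (autofluorescence flag) and t=20 min.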
DT40 TDP1 CPT: qHTS for Inhibitors of human tyrosyl-DNA phosphodiesterase 1 (TDP1): qHTS in cells in presence of CPT | chicken DT40 Tdp1-/-;hTDP1 cells + 20 nM CPT, ATP luminescence, 48 h | Potency, µM (doses to about 46.2 µM), for the others: top-dose activity change, negative = growth inhibition, usual class: inhibitors | 12% of 420,000 active; further: nearly all actives have a fitted effect of over 55% in size
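Cell growth measured by CellTiter-Glo luminescence after a minimum 48 h, 37 C compound exposure with 20 nM CPT in Tdp1-knockout DT40 cells stably expressing hTDP1, seeded 400/well; qHTS titration format.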
Numbers without * were called inactive; ? = inconclusive; · = not tested or not shown. The call rests on the fitted dose curve; in most records, active means well fitted curve in the direction sought with a large enough effect; inconclusive means small, poorly fitted or top-dose-only effect, or another doubt; inactive means no such curve, though single readings can be large; an effect the other way counts as inactive or inconclusive. On the % scale 0 is the no-effect control and ±100 the full control effect; potency means the concentration at half of the fitted maximal effect.

SMILES	DT40 TDP1 no CPT	KAT2A inh	DT40 TDP1 CPT
COc1ccccc1N1CCN(C(=O)c2cc(-c3ccc4c(c3)OCO4)on2)CC1	?	-2%	-19%
COC(=O)c1ccncc1C(=O)Nc1ccc(F)cc1	0%	-4%	-1%
O=C(NC(Cc1c[nH]c2ccccc12)C(=O)O)/C(=C/c1ccco1)NC(=O)c1ccccc1 (stereo not given)	0%	6%	20%
CC1(C(=O)Nc2cnc3ccccc3c2)CCN1Cc1ccccc1OC(F)F (stereo not given)	16µM*	·	23µM*
COc1ccc(OC)c(NC(=O)CCc2c(C)nn(-c3ccc(N4CCCC4)nn3)c2C)c1	15µM*	-6%	21µM*
Cc1ccccc1N=C(NO)c1nonc1N	-15%	0%	4%
CC(=O)Nc1ccc(NC(=O)COC(=O)C2CCC(C(C)(C)C)CC2)cc1 (stereo not given)	-10%	-1%	-21%
C[C@@H]1CN([C@@H](C)CO)C(=O)CCCn2nncc2CO[C@@H]1CN(C)C(=O)Cc1ccccc1	-28%	·	-11%
C[C@H](CO)N1C[C@H](C)[C@@H](CN(C)C(=O)Nc2ccc3c(c2)OCO3)Oc2ccc(NC(=O)CCC(F)(F)F)cc2C1=O	6%	-1%	3%
CC(C)(C)C(=O)c1sc(Nc2ccccc2)nc1N	?	3%	?
CC1CC1C(=O)OCC(=O)Nc1cccc(S(=O)(=O)NC2=NCCCCC2)c1 (stereo not given)	6%	1%	-14%
CCOC(=O)C1CCCN(C(=O)c2cnn(-c3ncc4c(n3)-c3ccccc3CCC4)c2C2CC2)C1 (stereo not given)	-21%	·	11%
COc1c[nH]n(-c2ccccc2)c(=O)c1=O	5%	·	-9%
CCc1cc2c(C)ccc(C)c2nc1SCC(=O)Nc1c[nH]c(=O)[nH]c1=O	12µM*	-14%	?
CCCCCCc1nc2c(=O)[nH]c3ccccc3c2o1	-13%	-8%	-9%
Cc1cc([N+](=O)[O-])ccc1NCc1cccc2ccccc12	16µM*	·	?
CCOC(=O)N1CCN(C(=O)c2ccc3c(c2)NC(=O)/C(=C\c2ccc(OC)c(OC)c2)S3)CC1	16µM*	-4%	?
O=C(NCCSc1c[nH]c2ccccc12)c1ccccc1Cl	?	0%	-18%
O=C(c1ccc(C(=O)N2CCN(c3ccccc3F)CC2)nc1)N1CCN(c2ccccc2F)CC1	1%	-1%	-10%
Cc1ccc(S(=O)(=O)N2CCN(C(=O)c3ccc4nc[nH]c4c3)CC2)cc1	-1%	-7%	-30%

An excerpt of these results, in markdown:
| mol | DT40 TDP1 no CPT | KAT2A inh | DT40 TDP1 CPT |
| --- | --- | --- | --- |
| CCc1cc2c(C)ccc(C)c2nc1SCC(=O)Nc1c[nH]c(=O)[nH]c1=O | 12µM* | -14% | ? |
| CCCCCCc1nc2c(=O)[nH]c3ccccc3c2o1 | -13% | -8% | -9% |
| Cc1cc([N+](=O)[O-])ccc1NCc1cccc2ccccc12 | 16µM* | · | ? |
| CCOC(=O)N1CCN(C(=O)c2ccc3c(c2)NC(=O)/C(=C\c2ccc(OC)c(OC)c2)S3)CC1 | 16µM* | -4% | ? |
| O=C(NCCSc1c[nH]c2ccccc12)c1ccccc1Cl | ? | 0% | -18% |
| O=C(c1ccc(C(=O)N2CCN(c3ccccc3F)CC2)nc1)N1CCN(c2ccccc2F)CC1 | 1% | -1% | -10% |

Continuation.
SMILES	DT40 TDP1 no CPT	KAT2A inh	DT40 TDP1 CPT
COc1ccc(N2C(=O)N3[C@H](c4ccc(Br)cc4)[C@@H]4C(=O)N(C(C)(C)C)C(=O)[C@@H]4[C@]3(Cc3ccccc3)C2=O)cc1	-12%	1%	-8%
CCOC(=O)Nc1ccc2c(c1)N(C(=O)CCN1CCN(CCO)CC1)c1ccccc1S2	-14%	·	?
CC1=NOC(=O)/C1=C\c1ccc(-c2ccccc2Br)o1	5.8µM*	13µM*	6.5µM*
Cc1nn(C)c(C)c1C1C(C#N)=C(N)OC2=C1C(=O)CCC2 (stereo not given)	-5%	4%	-5%
O=C(NCCc1ccc(Cl)cc1)C(=O)Nc1cc2c3c(c1)CC(=O)N3CCC2	?	-1%	?
COc1ccc(NC(=O)c2ccc(NC3=NC4CS(=O)(=O)CC4S3)cc2)cc1 (stereo not given)	-15%	-40%	-1%
CC(=O)C1=C(c2ccc(Cl)c(Cl)c2)N(C(C)=O)n2cnnc2S1	2.9µM*	5%	2.6µM*
COc1ccc(CCNC(=O)c2cc(=O)[nH]c3ccc(Br)cc23)cc1OC	?	2%	-21%
COC(=O)CSc1nc(N2CCCCC2)c2c(c1C#N)CCCC2	23µM*	-9%	?
COc1cccc(NC2=NC3(CCCCC3)N=C(N)N2)c1	-15%	1%	-13%

Exported as labelled records: part of the list above.
> CCOC(=O)Nc1ccc2c(c1)N(C(=O)CCN1CCN(CCO)CC1)c1ccccc1S2
- DT40 TDP1 no CPT: -14%
- KAT2A inh: ·
- DT40 TDP1 CPT: ?

> CC1=NOC(=O)/C1=C\c1ccc(-c2ccccc2Br)o1
- DT40 TDP1 no CPT: 5.8µM*
- KAT2A inh: 13µM*
- DT40 TDP1 CPT: 6.5µM*

Other records.
SMILES	DT40 TDP1 no CPT	KAT2A inh	DT40 TDP1 CPT
Cc1ccc(N(C)S(=O)(=O)c2ccc3[nH]c(=O)ccc3c2)cc1	?	-18%	-13%
O=[N+]([O-])c1nccn1CC(O)CO (stereo not given)	0%	·	-14%
Cc1cccc(NC(=S)N(CCc2nc3cc(C)c(C)cc3[nH]2)Cc2cccnc2)c1	-16%	0%	0%
COc1ccccc1NS(=O)(=O)c1cccc(C(=O)N/N=C/c2ccccc2OCC(=O)O)c1	15%	0%	4%
COc1ccccc1CNC(=O)COC(=O)c1ccco1	-1%	-5%	-13%
COc1ccc(C2=NC(C)(C)N(CC(=O)Nc3cc(OC)cc(OC)c3)C2=O)cc1	-13%	-14%	-4%
Cc1cccc(OCC(=O)Nc2ccccc2N2CCCCC2)c1	?	-8%	12µM*
O=C1C(Cl)=C(Nc2ccccc2)C(=O)c2ccccc21	2.9µM*	-8%	2.1µM*
COCCNC(=O)CN(C(=O)CCC(=O)Nc1ccccn1)c1ccccc1OC	0%	-1%	-7%
CC(C)C(=O)Nc1cccc(S(=O)(=O)c2cccc(NC(=O)C(C)C)c2)c1	?	0%	-26%
Cc1ccc(C)c(CN2CCc3nnc(CNC(=O)c4cc(C)oc4C)n3CC2)c1	-20%	·	?
COc1ccc(NC(=O)Cn2cnc3ccc(S(=O)(=O)N4CCC(C)CC4)cc3c2=O)c(OC)c1	-21%	0%	?
O=C(Cn1cc(F)c(=O)[nH]c1=O)NCCO	22%	-5%	-2%
O/N=C(/CI)c1ccc2ccccc2c1	?	·	?
COCCNC(=O)/C(C#N)=C/c1ccc(SC)cc1	?	-6%	-12%
O=C(NCC1CCCN(C(=O)c2cccnc2)C1)c1ccc(-c2ccccc2)cc1 (stereo not given)	23µM*	-12%	?
C[N+]1(CC(=O)c2ccc3c(c2)CCCC3)CCOCC1	-20%	·	6%
CCCN1Cc2cccc(C(=O)Nc3ccc(OC)cc3OC)c2C1=O	23µM*	-1%	?
CCOC(=O)c1cc2c(ccn2C)n1Cc1ccccc1C	-25%	4%	-33%
O=C(CNC(=O)c1ccccc1)N/N=C/c1ccc([N+](=O)[O-])o1	23µM*	0%	9.2µM*
Cn1cnc(C(=O)N2CCN(C(=O)OC(C)(C)C)CC2)c1C(=O)N1CCN(C(=O)OC(C)(C)C)CC1	-5%	2%	-12%
O=C(Nc1cnccn1)c1cccc(C(F)(F)F)c1	-15%	-8%	-9%
Brc1cc2c(cc1Br)OCCOCCOCCOCCO2	10µM*	1%	15µM*
CCOc1ccc(/C=N/NC(=O)c2cc(-c3ccccc3)nc3ccccc23)cc1O	?	-2%	?
CN1C(C(=O)c2ccccc2)=C(OC(=O)c2ccc(Br)cc2)c2ccccc2S1(=O)=O	21µM*	-9%	?
CC(O)Cn1nc([N+](=O)[O-])nc1N (stereo not given)	14%	-6%	4%
Cc1cccc(N2C(=O)CN(Cc3cccs3)C2=S)c1	?	-4%	-14%
CC(OC(=O)CCc1nc2ccccc2c(=O)[nH]1)C(=O)c1ccc(Br)cc1 (stereo not given)	-5%	1%	-7%
CSc1ccccc1NC(=O)CN(C)C(C)C(=O)NC(=O)NC1CCCCC1 (stereo not given)	?	-23%	?
c1ccc(Nc2cc(-c3ccccc3)nc3ncnn23)cc1	?	2%	-21%
CN(C)CCCN(C(=O)CCOc1ccccc1)c1nc2c(F)cccc2s1	4.6µM*	-5%	5.8µM*
COc1ccccc1/C=N/NC(=O)Cn1cnc([N+](=O)[O-])n1	20%	-1%	2%
CCc1ccccc1NC(=O)CCS(=O)(=O)c1ccc2c(c1)CCCN2C(C)=O	22%	-11%	0%
Cc1ccc(-c2cc(C(F)F)nc3sc4c(=O)[nH]cnc4c23)cc1	-29%	-7%	?
Cc1cccc(-c2nnc(SCC(=O)Nc3cc(C)on3)n2C)c1	-13%	-5%	-3%
Cc1ccc(C2(C)NC(=O)N(CC(=O)Nc3ccc4[nH]c(=O)[nH]c4c3)C2=O)cc1 (stereo not given)	-21%	-9%	-4%
CCOc1ccc(CN2CCN(Cc3nc4c(s3)CCCC4)CC2CCO)cc1 (stereo not given)	9%	1%	1%
CCOc1cc2[nH]c(=O)n(CCc3ccc(OC)c(OC)c3)c(=O)c2cc1OCC	-7%	-1%	-16%
CC(C)(C)OC(=O)N1CCc2onc(-c3ccc(Cl)cc3)c2C1=O	?	·	?
CCOC(=O)C1=C(C)Nc2ncnn2C1c1cc(Br)ccc1F (stereo not given)	26µM*	-22%	?
Cc1cccc(C(=O)NC(=S)NNC(=O)COc2ccc(Cl)cc2)c1	?	-1%	?
CSc1ccc(Cl)c(C(=O)OCC(=O)N2CCNC2=O)c1	-20%	-13%	-2%
C=CCn1c(COc2cccc(C)c2)nnc1SCC(=O)c1c(N)n(C)c(=O)n(C)c1=O	?	·	-26%
O=C(NCCc1ccncc1)Nc1ccccc1	?	1%	10%
Nc1nc(CN2CCN(Cc3ccccc3)CC2)nc(Nc2ccccc2)n1	-26%	-1%	-27%
CCCNCc1cc(OC)c(OCc2ccccc2)cc1Br	?	-5%	?
O=c1c2oc3ccccc3c2[nH]c(=S)n1-c1ccc(F)cc1	-5%	-11%	2%
CC(C)c1cccc(-c2csc(C(O)c3ccc(F)cc3)n2)c1 (stereo not given)	?	·	?
O=S(=O)(Nc1cc(F)ccc1F)c1ccc2[nH]c3c(c2c1)CCCC3	?	-15%	?
Cc1nn(Cc2ccccc2Cl)c(Cl)c1/C=C/C(=O)OCC(=O)NC(N)=O	2.3µM*	-2%	?
The results go on.
SMILES	DT40 TDP1 no CPT	KAT2A inh	DT40 TDP1 CPT
O=C(c1ccccc1)N1CC(COc2ccccc2)OC(c2cccnc2)O1 (stereo not given)	?	-15%	-23%
Cc1ccc(CNC(=O)N2CCC(CN3CCC(C)CC3)CC2)cc1	-15%	-2%	-2%
O=C(CNC(=O)c1cccs1)N/N=C/c1c[nH]c2ccccc12	?	2%	?
COc1ccc(Br)cc1Cn1nnc(C(=O)Nc2ccc3c(c2)OCCO3)c1N	26µM*	-15%	?
COc1ccccc1-c1c(C)c(C)nc(N)c1C#N	-8%	-3%	3%
CC(=O)Oc1c2occc2cc2ccc(=O)oc12	-9%	-26%	?
C=CCSC1=NN2CCS(=O)(=O)N=C2S1	11%	0%	18%
O=S(=O)(c1ccccc1)N1CCN(Cc2nnc(-c3ccccc3)o2)CC1	?	·	-20%
COCCN(CC(=O)Nc1cccc(C)c1C)C(=O)Cc1cccs1	21%	-4%	-20%
Cc1oc(-c2ccccc2F)nc1CS(=O)(=O)CC(=O)NCCCN1CCN(C)CC1	3%	6%	-2%
CCNC(=O)C1(C)CCN(C(=O)c2cccnc2SC)C1 (stereo not given)	1%	·	-19%

Reformatted in CSV form: 6 of the compounds above.
Compound,DT40 TDP1 no CPT,KAT2A inh,DT40 TDP1 CPT
O=C(CNC(=O)c1cccs1)N/N=C/c1c[nH]c2ccccc12,?,2%,?
COc1ccc(Br)cc1Cn1nnc(C(=O)Nc2ccc3c(c2)OCCO3)c1N,26µM*,-15%,?
COc1ccccc1-c1c(C)c(C)nc(N)c1C#N,-8%,-3%,3%
CC(=O)Oc1c2occc2cc2ccc(=O)oc12,-9%,-26%,?
C=CCSC1=NN2CCS(=O)(=O)N=C2S1,11%,0%,18%
O=S(=O)(c1ccccc1)N1CCN(Cc2nnc(-c3ccccc3)o2)CC1,?,·,-20%
